# hcGAS lum: Primary biochemical luminescence assay for human cyclic GMP-AMP synthase inhibitors | Q8N884 | recombinant h-cGAS, ATP depletion, Kinase-Glo luminescence | inhibition, % at 12.5 µM | 290,000 compounds, 0.081% hits | AID 1259398, 2018;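 further: 0% = vehicle reaction and 100% = reaction without DNA for no activity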
# Target sequence (Q8N884 whole entry, looked up): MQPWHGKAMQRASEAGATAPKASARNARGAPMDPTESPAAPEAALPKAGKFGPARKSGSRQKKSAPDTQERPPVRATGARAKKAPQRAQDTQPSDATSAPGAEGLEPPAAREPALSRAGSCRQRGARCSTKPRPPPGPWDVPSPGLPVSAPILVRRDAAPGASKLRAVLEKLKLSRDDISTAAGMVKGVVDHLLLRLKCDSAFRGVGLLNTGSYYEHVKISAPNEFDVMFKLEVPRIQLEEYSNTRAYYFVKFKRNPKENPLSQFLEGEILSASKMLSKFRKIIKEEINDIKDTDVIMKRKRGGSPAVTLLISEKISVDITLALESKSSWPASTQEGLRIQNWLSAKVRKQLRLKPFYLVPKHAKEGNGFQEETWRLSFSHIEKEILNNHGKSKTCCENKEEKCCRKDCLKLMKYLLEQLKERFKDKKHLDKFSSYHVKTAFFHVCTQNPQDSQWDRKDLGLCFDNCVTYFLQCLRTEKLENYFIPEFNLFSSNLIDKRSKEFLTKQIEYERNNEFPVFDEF
# mcGAS inh: cyclic GMP-AMP synthase inhibitors, mouse, primary biochemical chemiluminescence; recombinant cGAS, Kinase-Glo ATP depletion luminescence; 160,000 compounds, 0.15% hits; Q8C6L5; inhibition, % at 12.5 µM; AID 1259399, 2018;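 further: 0% = negative control wells and 100% = reference inhibitor with no enzyme activity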
# NPYLR7 agonist: agonists of mosquito NPYLR7 receptor, primary screen, cell-based, Aedes aegypti, calcium fluorescence, mosquito biting behavior. AID 1259423, 2018. Aedes aegypti neuropeptide Y-like receptor 7 (NPYLR7). 270,000 compounds, 0.15% hits. activation, % at 10 µM. HEK293T NPYLR7/Galpha15, GCaMP6s calcium fluorescence; in the data active means activation above about 40%;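 further: 0% = vehicle and 100% = reference agonist at the receptor; some compounds past the cut are filed as inactive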
# The depositor's hits bear a star; x = no result given; & = joins results of further samples. Unless noted, no stated cut-off is given here; in the data, active means inhibition above about 40%; inactive means the rest.
# The first 14 records, ahead of the listing:
SMILES,hcGAS lum,mcGAS inh,NPYLR7 agonist
Cc1cccc(Oc2ncccc2NC(=O)N(C)CC2CCCO2)c1C (stereo not given),-5,x,1
COc1ccc(NC(=O)C2CCN(C(=O)[C@H](Cc3ccccc3)NC(=O)Nc3ccc(OC(F)F)cc3)CC2)cc1,-4,-5,24
COCCCN(CC(=O)N1CCc2sccc2C1c1ccc(Cl)cc1Cl)C(=O)C12CC3CC(CC(C3)C1)C2 (stereo not given),1,-6,-1
Cc1sc(C(=O)NCc2ccccn2)c(-n2c(C)ccc2C)c1C,-8,-4,-8
CN(C)C(=O)CSc1nc(-c2cccs2)cc(C(F)(F)F)c1C#N,1,x,-9
CCc1ccc(NC(=O)CSc2ncc(S(=O)(=O)c3ccc(C(C)C)cc3)c(=O)[nH]2)cc1,-9,-6,3
Cc1ccc(C)c(OC(C)C(=O)NCc2snnc2C(C)C)c1 (stereo not given),-5,x,21
CSc1ccc(CN(C(=O)CC2=CCNCC2)C2CC2)cc1,-4,-10,-1
CCn1nc(CN)c2ccccc21,-2,x,-5
CC1CC(C)CN(c2ccccc2C(C)(C)C)C1 (stereo not given),-5,x,10
CCCNC(=O)Nc1cccc(-c2nc3ncccc3o2)c1,-3,-5,27
CCC(Nc1cccc(OC)c1)C(=O)NC1CC(C)(C)NC(C)(C)C1 (stereo not given),-9,-12,22
CN(C)CCNC(=O)c1cc2c(=O)n3ccccc3nc2n1C,3,-1,-1
CCS(=O)(=O)c1c(Nc2ccccc2C)sc(C(=O)c2ccccc2)c1N,-5,-8,-9

# The whole of this part, previewed entries included:
SMILES,hcGAS lum,mcGAS inh,NPYLR7 agonist
Cc1cccc(Oc2ncccc2NC(=O)N(C)CC2CCCO2)c1C (stereo not given),-5,x,1
COc1ccc(NC(=O)C2CCN(C(=O)[C@H](Cc3ccccc3)NC(=O)Nc3ccc(OC(F)F)cc3)CC2)cc1,-4,-5,24
COCCCN(CC(=O)N1CCc2sccc2C1c1ccc(Cl)cc1Cl)C(=O)C12CC3CC(CC(C3)C1)C2 (stereo not given),1,-6,-1
Cc1sc(C(=O)NCc2ccccn2)c(-n2c(C)ccc2C)c1C,-8,-4,-8
CN(C)C(=O)CSc1nc(-c2cccs2)cc(C(F)(F)F)c1C#N,1,x,-9
CCc1ccc(NC(=O)CSc2ncc(S(=O)(=O)c3ccc(C(C)C)cc3)c(=O)[nH]2)cc1,-9,-6,3
Cc1ccc(C)c(OC(C)C(=O)NCc2snnc2C(C)C)c1 (stereo not given),-5,x,21
CSc1ccc(CN(C(=O)CC2=CCNCC2)C2CC2)cc1,-4,-10,-1
CCn1nc(CN)c2ccccc21,-2,x,-5
CC1CC(C)CN(c2ccccc2C(C)(C)C)C1 (stereo not given),-5,x,10
CCCNC(=O)Nc1cccc(-c2nc3ncccc3o2)c1,-3,-5,27
CCC(Nc1cccc(OC)c1)C(=O)NC1CC(C)(C)NC(C)(C)C1 (stereo not given),-9,-12,22
CN(C)CCNC(=O)c1cc2c(=O)n3ccccc3nc2n1C,3,-1,-1
CCS(=O)(=O)c1c(Nc2ccccc2C)sc(C(=O)c2ccccc2)c1N,-5,-8,-9
CCc1nc2ccc(C(=O)Nc3cccc(OCC(=O)N(C)C)c3)cn2c1N(C)C(=O)c1cccc(OC)c1,-4,-1,13
CC(=O)c1ccccc1NS(=O)(=O)c1cnc(C)s1,-6,-17,-1
COc1ccc2cc(-c3[nH]ncc3CN(C)Cc3nonc3C)ccc2c1,-2,x,3
Cc1ccccc1C(C)NS(=O)(=O)c1ccc(Cl)c(-c2nn[nH]n2)c1 (stereo not given),0,-6,-5
O=C(NCCc1ccc2c(c1)OCCO2)C12CC3CC(CC(Cl)(C3)C1)C2,-3,x,2
O=C1CC2(Cc3ccccc3C2)C(=O)N1c1cccc(O)c1,-5,-15,3
Cc1ccc2c(c1)SC(C)C(=O)N2Cc1ccccc1C (stereo not given),2,x,1
COCCNC(=O)c1coc(CN(Cc2ccccc2OC)C(C)C(C)C)n1 (stereo not given),-3,-5,14
Cc1ccc(Sc2ccccc2N2CCNCC2)c(C)c1,-7,-10,1
Cc1cc(NC(=O)Cc2ccc3ccccc3c2)n(C(C)C)n1,-5,-11,x
O=C(O)c1cccc(NC(=O)c2cccc(S(=O)(=O)Nc3ccccc3)c2)c1,-5,-4,-13
Cn1nc(C(=O)NCCc2ccccc2Br)ccc1=O,-11,x,-20
CC(C)NC(=O)C1Cc2cc(C(F)(F)F)ccc2N2CCN(CC(=O)N3CCOCC3)CC12 (stereo not given),-5,-5,x
COc1ccc(C(CC(=O)N2CCCN(C(C)=O)CC2)c2ccccc2)cc1 (stereo not given),-5,x,5
COC(=O)[C@@H]1C[C@@H](O)CN1C(=O)CN1CCOc2ccccc2C1,0,-6,-7
C=CCn1c(N2CCN(Cc3ccc(Br)cc3)CC2)nc2c1c(=O)[nH]c(=O)n2C,-7,x,10
CNC(=O)Cn1c2c(c3ccccc31)C[C@H]1C[C@@H]2[C@@H](OC)CN1Cc1ccco1,-2,-4,19
CCOc1ccccc1C(=O)NCCc1cc2c(OC)ccc(OC)c2[nH]c1=O,10,2,1
O=C(c1ccccc1Cl)N1CCCC(N2CCN(c3ccccc3)CC2)C1 (stereo not given),-1,x,-3
CCOC(=O)N1CCN(CC(=O)N2N=C(c3cc(C)ccc3C)CC2c2ccccc2Cl)CC1 (stereo not given),-3,-4,21
CCc1cc(C(=O)NCc2c(C)ncc3c2CCN(C(=O)C2=CCCC2)C3)n(C)n1,-2,x,4
Cc1cc(OC(=O)c2ccco2)ccc1C(C)C,-4,-9,-3
CN(C)c1ccc(C=C2SC(=S)N(NC(=O)c3ccccc3[N+](=O)[O-])C2=O)cc1,2,1,1
O=C(C1CCCCC1)N1CCc2c([nH]c3ccccc23)C1c1ccc(F)cc1 (stereo not given),-2,-15,10
O=C(c1cc(=O)n(-c2ccccc2)[nH]1)N1CCOC(c2ccc(F)cc2)C1 (stereo not given),-9,x,2
COc1ccccc1-c1ccc(N2CCC(C(=O)Nc3ccc(C(N)=O)cc3)CC2)nn1,4,-2,-11

# Quoted at random: two entries already listed.
SMILES,hcGAS lum,mcGAS inh,NPYLR7 agonist
O=C1CC2(Cc3ccccc3C2)C(=O)N1c1cccc(O)c1,-5,-15,3
COc1ccc2cc(-c3[nH]ncc3CN(C)Cc3nonc3C)ccc2c1,-2,x,3

# (next part)
SMILES,hcGAS lum,mcGAS inh,NPYLR7 agonist
O=C(c1ccc(-c2cc(-c3ccc(Cl)cc3Cl)[nH]n2)cc1)N1CCc2ccccc2C1,-8,-8,0
COCC(c1ccccn1)N(C)Cc1cc(C)c(C)o1 (stereo not given),0,-7,-1
CC(C)CNC(=O)[C@@]1(OCc2cccc(F)c2)CC(OCc2ccc(C(F)(F)F)cc2)[C@@H]2OC(C)(C)O[C@@H]2C1 (stereo not given in full),-3,-3,8
COC(=O)c1ccc(Oc2coc3c4c(ccc3c2=O)OCN(Cc2ccccn2)C4)cc1,-6,-8,7
Cc1nn(C)c(C)c1OC(=O)CCc1ccsc1,-12,x,8
O=C(Nc1c2c(nn1-c1ccccc1)CS(=O)C2)c1ccc(S(=O)(=O)N2CCCC2)cc1 (stereo not given),-9,x,-1
Cc1ccc(C)c(CSc2ncc(CO)n2CC(=O)NCc2ccc(F)cc2)c1,2,x,8
NC(Cc1ccc(F)cc1)c1csc(Nc2nccc(C(F)(F)F)n2)n1 (stereo not given),0,-7,-5
O=C1OC(C[N+](=O)[O-])C(Cl)=C1Oc1ccccc1 (stereo not given),1,23,-3
CCC(C)N(Cc1nc(C(=O)NCc2ccc(F)cc2)co1)Cc1ccc(OC)cc1OC (stereo not given),2,1,x
Cc1cc(C)c2c(c1)CC(C)(C)C(=O)N(CCCn1cccn1)C2=O,0,-1,0
COCCN1C(=O)NC(Cc2ccc(F)cc2)(C2CCN(C(=O)CC3=CCCCC3)CC2)C1=O (stereo not given),-11,-14,3
O=C(Nc1ccc(C(=O)N2CCC3CCCCC3C2)cc1)c1ccco1 (stereo not given),-3,x,8
NC(=O)COc1cccc(CNC(=O)/C=C/c2ccc(F)cc2)c1,-5,x,1
O=C(Nc1cccnc1N1CCCC1)N1CCC(NS(=O)(=O)c2cccs2)CC1,4,-1,1
COCCn1c(O)c(C=NN=C(c2ccccc2)c2ccccc2)c(=O)[nH]c1=S,-8,x,4
O=C(c1cccc(Cn2cccn2)c1)N1CCOC(C(F)(F)F)C1 (stereo not given),-2,x,4
O=C(CNC(=O)c1ccc(Cl)c(Cl)c1)Nc1ccc(N2CCCC2=O)cc1,-1,-7,12
NC(N)=NN=Cc1ccc(Cl)c([N+](=O)[O-])c1,-4,-3,10
Cc1nc(SCC(=O)c2cc3ccccc3oc2=O)c(C#N)c(C)c1Cc1ccccc1,-6,x,-1
O=C(CC1CCC1)N1C[C@H](Nc2ncccn2)[C@@H](C2CC2)C1,-12,-5,x
CCCCCCc1nc(C(N)=O)c2[nH]c(=O)n(-c3ccccc3OCC)c2n1,-11,x,11
O=C(c1ccsc1)N1CCN(C(=O)c2ccnc(C3CC3)n2)CC1,-6,x,9
COc1ccc(C(=O)Nc2ccccc2-n2nc(C)nc2C)c(OC)c1,-5,-10,0
CCCN(CC(=O)N1CCc2sccc2C1COc1cccc(C)c1)CC(O)COCc1ccco1 (stereo not given),-3,-6,16
O=c1[nH]nc(CN2CCCCC2)n1Cc1ccccc1,3,3,-3
CCN1C(=O)C2C3C=CC(C3=C3C4CC5CC(C4)CC3C5)C2C1=O (stereo not given),-7,x,6
CCc1nc2sc3c(c2c2nnnn12)CCC3,3,x,4
Cc1nnc2sc(SCc3ccc(Cl)cc3)nn2c1=O,-8,-4,-1
CCOC(=O)c1c(CC(C)C)csc1NC(=O)C1CC1,-1,x,2
CCc1[nH]n(-c2ccccc2)c(=O)c1C1=C([n+]2ccc(C)c(C)c2)C(=O)N(CC(C)C)C1=O,-16,-6,-2
C=CCN1CCCC1C(=O)N1CCn2nc(C(=O)Nc3ccccc3)cc2C1 (stereo not given),-6,-17,6
CCCCCC(=O)N1c2cccc3c2[C@@H](C[C@H]1C(N)=O)CN(CCOC)C3=O,-9,-8,2
COc1ccccc1C1Nc2ccccc2N=C2CC(c3ccccc3)CC(=O)C21 (stereo not given),-4,-4,-1
O=C(NNS(=O)(=O)/C=C/c1ccc(Cl)cc1)c1ccccn1,7,x,3
Cc1ccccc1CN(C)C(=O)CSc1nnc(C2CC2)n1C1CC1,-14&-1,-3,16&1
C[N+]1(CC(=O)Nc2ccccc2Cl)CCN(C(=O)c2ccco2)CC1,-8,x,0
CCOc1ccc(-n2ncc(C(=O)N3CCN(C)CC3C)c2C)nn1 (stereo not given),-7,-18,16
CCOc1c(O)[nH]c(=O)n1Cc1ccccc1,0,x,1
c1ccc(-c2nc[nH]c2-c2cccc3nsnc23)cc1,-6,x,-9
Nc1ccnc(N2CCC(N3CCCC3=O)CC2)n1,-3,x,27
CCC(CO)N(Cc1ccc(F)cc1)Cc1c(C)nn(C)c1Cl (stereo not given),-10,x,6
CC(C)c1cc(CN2CCN(c3nc4ccccc4n3CCO)CC2)on1,-5,-12,-7
CCN(C(=O)C(Cl)Cl)C(C)c1nc2ccccc2c(=O)n1Cc1ccccc1 (stereo not given),-1,-3,1
COC(=O)C(CC(C)C)NC(=O)CSc1nnc(Nc2ccc(OC)cc2)s1 (stereo not given),-8,x,1
COCC(=O)N1CCN(c2cccc(C(F)(F)F)c2)C(=O)C1C (stereo not given),-3,-5,3
COc1ccc(CCN(C)c2cc(Cl)nc(SCC(=O)N3CCN(c4ccccc4Cl)CC3)n2)cc1OC,3,-1,-6
Cc1ccc(C(=O)Nc2cc3c(cc2N(C)C)n(C)c(=O)n3C)cc1,-6,-8,2
CCS(=O)(=O)NC(=O)C1(C)CCN1C(=O)Cc1ccccc1Cl (stereo not given),-2,x,8
CSc1nnc(C)c(=O)n1COC(=O)c1ccc(S(=O)(=O)N2CCOCC2)cc1,-6,-8,0
Cc1cc(C)cc(CC(C)(C)C)c1,-1,x,10
Cc1ccc(-n2c(SCC(=O)N3CCCC(C)C3)nnc2N2CCOCC2)cc1 (stereo not given),-2,x,-11
CCc1nc2n(n1)C(=O)C(C(c1ccc([N+](=O)[O-])cc1)N1CCC(C)CC1)S2 (stereo not given),-9,-8,-1
Cc1nc2ccc(C(=O)NC3CCN(C)CC3)cn2c1N(C)C(=O)CCc1ccccc1,-7,-3,20
CC(=O)Oc1cccc(C(=O)N2CCC(Cc3ccc(-n4cccc4)cc3)CC2)c1C,-6,-7,2
COc1ccc(-c2cc(C(=O)N(C)CCc3ccc(OC)c(OC)c3)nc3c(-c4ccccc4)c(C)nn23)cc1,-4,-5,0
CC(C)c1nnc(NC(=O)CSc2nnc(NC(=O)Cc3ccccc3)s2)s1,-7,-5,-6
CN1C(=O)NC(c2ccccc2C(F)(F)F)C2=C1CN(CC(=O)NCc1cccc(C(F)(F)F)c1)C2=O (stereo not given),1,2,-4
CCN1CC(O)CN(C(=O)Cc2ccc(OC)cc2)CC1=O (stereo not given),10,-4,24
CC(C)CN(CC(=O)Nc1nc(CC(=O)N2CCN(c3ccccc3F)CC2)cs1)C(=O)c1ccc(Cl)cc1,-5,-4,13
# (list continues)
SMILES,hcGAS lum,mcGAS inh,NPYLR7 agonist
Cc1cc(N2CCN(C(=O)Nc3c(C(C)C)cccc3C(C)C)CC2)nc(-c2ccc(C(F)(F)F)cc2)n1,-7,-5,-7
CCc1cc(NS(=O)(=O)c2cc(C)c(F)cc2Cl)n[nH]1,-4,x,0
CC(C)(O)C#Cc1cccc(C(=O)N2CCc3nc[nH]c3C2)c1,-5,x,13
C=CC(O)CN1CCC(=O)N(CC(=O)OCC)Cc2ccccc21 (stereo not given),7,2,2
COc1cccc(CC2CN(CCC(=O)Nc3nccs3)CCO2)c1 (stereo not given),-5,-15,7

# Bioassay records deposited in PubChem BioAssay by Fisher Drug Discovery Resource Center.
